ATG4B inh: blocks human ATG4B protease cleavage of LC3 substrate; Q9Y4P1; ATG4B cleavage of LC3-PLA2, NBD-HPC fluorescence, 1 h; inhibition, % at 8.33 µM; hit rate 0.51% among 340,000; AID 504462; in the data active = inhibition above about 40%
Target sequence (Q9Y4P1 whole entry, looked up): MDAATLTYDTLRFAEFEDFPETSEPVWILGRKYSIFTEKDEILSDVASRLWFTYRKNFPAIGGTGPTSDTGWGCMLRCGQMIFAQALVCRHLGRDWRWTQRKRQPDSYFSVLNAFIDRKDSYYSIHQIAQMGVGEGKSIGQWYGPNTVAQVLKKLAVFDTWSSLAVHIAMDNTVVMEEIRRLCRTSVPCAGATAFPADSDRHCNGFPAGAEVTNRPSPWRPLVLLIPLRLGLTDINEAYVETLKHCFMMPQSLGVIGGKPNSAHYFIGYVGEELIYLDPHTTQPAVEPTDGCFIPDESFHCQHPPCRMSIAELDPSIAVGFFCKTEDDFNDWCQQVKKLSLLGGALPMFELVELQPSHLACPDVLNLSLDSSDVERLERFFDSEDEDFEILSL
tim10-1 inh: growth inhibitors of tim10-1 mutant yeast; inhibition, % at 20 µM; S. cerevisiae tim10-1 ts strain growth, BacTiter-Glo, 24 h; AID 463190; hit rate 2.2% among 330,000;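 active = inhibition of at least 40%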;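 note: mutant grown at 25 °C; 0% = DMSO wells with yeast and 100% = wells holding no yeast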
mIAP inh: blocks mouse intestinal alkaline phosphatase; purified mouse IAP, CDP-Star luminescence, 30 min; inhibition, % at 10 µM; hit rate 0.2% among 330,000; AID 2806;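 active = inhibition of at least 40% at 10 µM in the primary screen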;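 note: plate controls were DMSO with enzyme for no effect and no enzyme wells for full effect; values of inactives mirror those of a sister screen read the other way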
Apaf1 inhib: blocks human Apaf-1 apoptosome activity. O14727. reconstituted apoptosome caspase-3 activity, DEVD-Rh110 fluorescence. inhibition, % at 20 µM. hit rate 0.71% among 330,000; active = inhibition of at least 40% at 20 µM;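 note: plate controls were DMSO wells for no effect and DEVD-CHO caspase inhibitor wells for full effect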
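Material: reconstituted apoptosome with Apaf-1, cytochrome c, caspase-9, procaspase-3, dATP / Buffer or medium: pH 7.5 Hepes buffer with CHAPS, BSA, DTT / Also added: cytochrome c with DEVD-Rh110 / Schedule: compound with Apaf-1, dATP, procaspase-3 30 min, then 50 min reaction, room temperature / Technique: rhodamine 110 fluorescence at Ex 480/Em 540 nm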
hIAP activ: human IAP activation | P09923 | purified human IAP, CDP-Star luminescence, 30 min; stronger effect = higher value; 1 = vehicle-only enzyme, 0 = enzyme-free background | activation factor at 10 µM | hit rate 0.16% among 330,000;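 active = activation factor of the enzyme at least 2-fold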; note: the source names both 10 and 20 µM as test concentration; values of inactives mirror those of a sister screen read the other way
Target sequence (P09923 whole entry, looked up): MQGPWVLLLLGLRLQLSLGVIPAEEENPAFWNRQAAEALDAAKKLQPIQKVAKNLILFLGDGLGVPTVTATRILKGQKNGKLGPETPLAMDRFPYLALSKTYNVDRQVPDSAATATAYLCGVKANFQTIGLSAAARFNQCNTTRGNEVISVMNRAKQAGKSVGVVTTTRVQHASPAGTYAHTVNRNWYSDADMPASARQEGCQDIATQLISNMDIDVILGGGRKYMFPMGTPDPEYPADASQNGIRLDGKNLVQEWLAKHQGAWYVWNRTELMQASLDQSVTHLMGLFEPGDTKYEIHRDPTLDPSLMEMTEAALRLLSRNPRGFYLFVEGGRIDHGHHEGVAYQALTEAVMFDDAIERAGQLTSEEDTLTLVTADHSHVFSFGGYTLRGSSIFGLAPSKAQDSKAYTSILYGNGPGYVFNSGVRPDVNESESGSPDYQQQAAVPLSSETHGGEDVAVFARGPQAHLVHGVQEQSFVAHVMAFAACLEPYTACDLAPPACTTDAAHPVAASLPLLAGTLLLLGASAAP
TIM10 inh: growth inhibitors of TIM10 yeast strain; AID 463195; inhibition, % at 10 µM; S. cerevisiae TIM10 strain growth, BacTiter-Glo luminescence, 24 h; hit rate 1.4% among 330,000;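 active = inhibition of 40% or more at the single tested concentration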;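 note: wild-type TIM10 isogenic control strain grown at permissive 25 °C; 0% = DMSO yeast wells and 100% = minimal medium wells without yeast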
NALP3 yeast inh: inhibitors of NALP3 inflammasome in yeast; Yeast reconstituted NLRP3/ASC/caspase-1, beta-gal luminescence, 24 h; inhibition, % at 10 µM; hit rate 0.39% among 330,000; AID 2825;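 active = inhibition of 50% or more; inactive = inhibition below 50%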;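 note: plate controls were induced DMSO wells for no effect and uninduced yeast grown without galactose for full effect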
mIAP act: mouse IAP activation | activation factor at 10 µM | AID 2805 | hit rate 0.24% among 330,000 | muIAP, CDP-Star luminescence, 30 min; stronger effect = higher value; 1 = vehicle-only enzyme signal, 0 = enzyme-free wells;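 active = activation factor of at least 2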; note: the source names both 10 and 20 µM as test concentration; values of inactives mirror those of a sister screen read the other way
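System: mouse IAP enzyme. Reagent: CDP-Star chemiluminescent phosphatase substrate. Benchmarks: DMSO wells, no-enzyme wells. Times: 30 min enzyme-substrate-compound incubation at room temperature. Detection: luminescence from enzymatic CDP-Star hydrolysis. Doses: test compounds delivered from DMSO solution.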
hIAP inh: blocks human intestinal alkaline phosphatase | purified IAP, CDP-Star luminescence, 30 min | inhibition, % at 10 µM | hit rate 0.12% among 330,000 | AID 2544;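 active = inhibition reaching a set limit with compound at 10 µM in the primary screen, cut at about 35% in these data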;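 note: plate controls were DMSO wells with enzyme for no effect and no-enzyme buffer wells for full effect; values of inactives mirror those of a sister screen read the other way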
* hit, by the source's call.

SMILES	ATG4B inh	tim10-1 inh	mIAP inh	Apaf1 inhib	hIAP activ	TIM10 inh	NALP3 yeast inh	mIAP act	hIAP inh
CCCn1nc2ccccc2c1P(=N)(N1CCOCC1)N1CCOCC1	-3	0	8	-11	0.81	-6	10	0.92	20
CCOC(=O)c1c(-c2ccccc2)oc2ccc(OC(C)C(=O)O)cc12 (centres undefined)	29	-6	-3	-1	1.1	15	-1	1	-8
CCOC(=O)c1sc(NC(=O)c2cccc(S(=O)(=O)N3CCc4ccccc43)c2)c(C#N)c1C	3	11	24	10	0.89	-8	9	0.76	11
N#CCCNS(=O)(=O)c1ccc(C(=O)OCC(=O)Nc2ccc3c(c2)OCO3)cc1	0	-21	-5	2	1	-6	22	1.1	-5
O=C(c1cccc(Cl)c1)N1CCN(Cc2c[nH]c3ccccc23)CC1	-1	3	-2	-1	0.81	7	5	1	19
CCOc1ccccc1C(=O)NC1CCN(CC(=O)Nc2cc(OC)ccc2OC)CC1	0	-2	-1	15	1.1	-17	25	1	-7
O=C(CSc1nnc(Cc2ccccc2)o1)Nc1ccccc1	-5	17	-2	-21	1	0	4	1	-4
CN1N=C(C(=O)N2CCN(c3ccc([N+](=O)[O-])cc3)CC2)CCC1=O	-4	9	0	-1	1	1	7	1	-4
CCN(CC)Cc1cc2[nH]c3c4ccc(Cl)cc4ncc3c2cc1OC	2	57*	-11	21	1.1	68*	10	1.1	-14
O=C(CSc1n[nH]c(-c2ccncc2)n1)Nc1ccc(Cl)cc1	-4	-25	2	0	1.1	8	6	0.97	-5
CC(=O)NCCc1ccc(S(=O)(=O)Nc2ccc(NC(=O)c3ccc(F)cc3)cc2)cc1	-1	-3	1	-1	0.84	-15	21	0.99	16
CCOc1ccccc1N(CC(=O)Nc1ccccc1F)S(=O)(=O)c1ccccc1	-1	3	-7	15	1.2	6	18	1.1	-21
Cc1cccc(C(=O)N2CCN(S(=O)(=O)c3ccc4c(c3)OCCCO4)CC2)c1[N+](=O)[O-]	-11	24	6	12	1.2	10	13	0.94	-25
N#Cc1c2n(c3c(=O)[nH]cnc13)CCCC2	-14	9	1	-8	0.94	-9	11	0.99	6
COc1ccc(S(=O)(=O)N(C)c2ccc(C(=O)N3CCN(C)CC3)cc2)cc1	3	2	-2	3	1.1	2	3	1	-7
Cc1cccnc1NC(=O)/C=C/c1ccc2c(c1)OCO2	-5	-13	-4	-4	1.3	-4	3	1	-28
COc1cc(/C=N/NC(=O)CCn2c3ccccc3c3ccccc32)ccc1O	-49	2	3	2	0.76	20	-13	0.97	24
O=C(NCCCn1ccnc1)c1cccc(S(=O)(=O)NCc2ccccc2)c1	0	0	1	-21	1.1	8	2	0.99	-5
O=c1cc(-c2ccc(O)cc2)oc2cc(O)c(C3OC(CO)C(O)C(O)C3O)c(O)c12 (centres undefined)	-18	-16	50*	-19	1	-9	8	0.49	0
CC(=O)N1CCN(C(=O)CNC(=O)c2ccc(Br)o2)CC1	-1	-9	-8	16	0.87	8	-3	1.1	13
CCOC(=O)c1ccc(NC(=O)CCNS(=O)(=O)c2cc(Br)cnc2N)cc1	-4	-25	-4	-1	1	-6	2	1	-2
O=C(Cn1c(=O)sc2ccccc21)Nc1ccccc1	8	1	-3	-2	0.96	10	4	1	4
CC(=O)Nc1ccc(S(=O)(=O)NCCC(=O)N2CCN(C(c3ccccc3)c3ccccc3)CC2)cc1	-14	5	3	20	1.2	10	8	0.97	-16
COc1ccc(NC(=O)COC(=O)CCc2nc3ccccc3c(=O)[nH]2)c(OC)c1	-6	-13	-7	-5	1.1	3	14	1.1	-9
COC(=O)Cn1nc(-c2ccc(C)c(S(=O)(=O)N(C)C)c2)c2ccccc2c1=O	-7	23	0	0	1	17	10	0.99	-3
CCN(CC(=O)NCC(=O)Nc1ccc(Br)cc1C)Cc1ccccc1	-5	22	5	16	0.99	4	12	0.95	1
Nc1ccc(S(=O)(=O)Nc2nc(-c3ccccc3)cc(-c3ccccc3)n2)cc1	3	0	4	20	1.1	7	9	0.96	-11
Cn1cccc1CC(=O)N/N=C/c1ccc([N+](=O)[O-])cc1	0	2	3	-8	1.3	-5	12	0.97	-27
COc1ccc(NC(=O)C2CCN(Cc3cnn(-c4ccccc4)c3-n3cccc3)CC2)cc1OC	-21	-5	-71	3	2*	11	15	1.7	-100
CCC(C)[C@H](NC(=O)[C@H](Cc1ccccc1)n1c(=O)[nH]c2ccccc2c1=O)C(=O)NCC1CCC(C(=O)O)CC1 (some centres undefined)	-16	21	-17	7	1	-2	8	1.2	0

One compound at a time, as listed above. Order of values: ATG4B inh, tim10-1 inh, mIAP inh, Apaf1 inhib, hIAP activ, TIM10 inh, NALP3 yeast inh, mIAP act, hIAP inh
CC(=O)Nc1ccc(S(=O)(=O)NCCC(=O)N2CCN(C(c3ccccc3)c3ccccc3)CC2)cc1 as listed: -14, 5, 3, 20, 1.2, 10, 8, 0.97, -16
Cn1cccc1CC(=O)N/N=C/c1ccc([N+](=O)[O-])cc1 as listed: 0, 2, 3, -8, 1.3, -5, 12, 0.97, -27

For convenience, part of the list above.
SMILES	ATG4B inh	tim10-1 inh	mIAP inh	Apaf1 inhib	hIAP activ	TIM10 inh	NALP3 yeast inh	mIAP act	hIAP inh
Cc1cccnc1NC(=O)/C=C/c1ccc2c(c1)OCO2	-5	-13	-4	-4	1.3	-4	3	1	-28
COc1cc(/C=N/NC(=O)CCn2c3ccccc3c3ccccc32)ccc1O	-49	2	3	2	0.76	20	-13	0.97	24
O=C(NCCCn1ccnc1)c1cccc(S(=O)(=O)NCc2ccccc2)c1	0	0	1	-21	1.1	8	2	0.99	-5
O=c1cc(-c2ccc(O)cc2)oc2cc(O)c(C3OC(CO)C(O)C(O)C3O)c(O)c12 (centres undefined)	-18	-16	50*	-19	1	-9	8	0.49	0

(continued)
SMILES	ATG4B inh	tim10-1 inh	mIAP inh	Apaf1 inhib	hIAP activ	TIM10 inh	NALP3 yeast inh	mIAP act	hIAP inh
COc1ccc(NC(=O)Cn2nnc(C(=O)Nc3ccccc3C)c2N)cc1	-7	-10	-7	-8	0.98	-65	9	1.1	2
O=C(c1ccccc1)N(CCN1CCOCC1)C1(C(=O)Nc2ccccc2)CCCCC1	4	14	4	0	1	23	12	0.96	0
COC(=O)c1ccc(C23CC4(C2)[C@H](CN(Cc2ccc(C(F)(F)F)cc2)[C@@H]4c2ccccc2)C3c2ccc(Cl)nc2)cc1 (some centres undefined)	-10	8	-7	21	0.91	7	0	1.1	9
COc1ccc(N2CCN(C(=S)NCCc3ccccc3)CC2)cc1	1	1	1	23	0.98	-2	26	0.99	2
CCN1CCN(C(=O)/C=C\C(=O)O)CC1	-9	7	4	9	0.93	-2	5	0.96	7
NS(=O)(=O)c1cccc(NC(=O)c2cccc(N3C(=O)c4ccccc4C3=O)c2)c1	-5	8	-6	12	1.1	6	7	1.1	-12
O=S(=O)(Nc1cccc(-c2ccc(N3CCCCCC3)nn2)c1)c1ccccc1Cl	-6	22	-3	16	1.1	6	-9	1	-15
O=C(COc1cccnc1[N+](=O)[O-])Nc1cccc(S(=O)(=O)N2CCCCC2)c1	4	14	5	4	0.98	12	2	0.95	2
COc1cc(OC)c(C(=O)Nc2cccnc2)cc1OC	-1	3	-2	-5	1.2	0	17	1	-21
CN1CCN(C(=O)Cn2c(C(F)(F)F)nc3ccccc32)CC1	0	7	-4	-8	0.93	4	-1	1	8
Clc1ccccc1OCc1nc(-c2ccc(Br)o2)no1	11	1	8	11	0.86	5	26	0.92	14
O=[N+]([O-])c1cc(Cl)cc(/C=N/NC(=S)Nc2cc(S(=O)(=O)N3CCOCC3)ccc2Cl)c1O	14	35	40*	25	1.2	7	31	0.59	-22
COc1ccc(CCNS(=O)(=O)c2cc(/C=C/C(=O)O)ccc2C)cc1OC	3	4	1	-1	1	-1	10	0.99	0
CN(C(=O)c1ccc(OC2CCN(CCc3ccccc3)CC2)cc1)C1CCCCC1	1	-20	0	10	0.89	20	15	1	11
CCn1c(SCC#N)nc2ccccc2c1=O	-1	-1	12	-11	1.2	-14	-19	0.88	-19
C=CCOc1ccccc1/C=N/NC(=O)c1ccc(Cl)cc1Cl	2	-4	6	8	0.92	15	0	0.94	8
C=C1C2(C(=O)NCc3ccco3)CCC(C2)C1(C)C (centres undefined)	-7	14	1	3	0.97	11	4	0.99	3
Cc1cccc(-n2c(C)cc(C=C3C(=O)c4ccccc4C3=O)c2C)c1	3	-15	9	16	1.3	-6	15	0.91	-30
CCc1cc2c(=O)[nH]c(-c3ccccn3)nc2s1	0	10	8	-37	1.3	18	41	0.92	-32
CCOc1ccccc1NC(=O)C(OC(=O)c1ccc(NC(=O)CC#N)cc1)c1ccccc1 (centres undefined)	-12	24	4	29	1	17	7	0.95	-5
Cc1ccc(NC(=O)COc2cccnc2[N+](=O)[O-])cc1S(=O)(=O)N1CCCCC1	-5	12	-1	13	1.1	7	0	1	-7
O=C(CCS(=O)(=O)c1ccccc1)NC12CC3CC(CC(C3)C1)C2	6	26	2	-4	0.83	25	16	0.98	17
O=C(NCCC(=O)N1CCCCC1)c1ccc(Br)cc1	4	-7	-4	-2	1.3	-39	10	1	-29
COc1cc(C(=O)O/N=C2\CCCc3c2ccc(OC)c3[N+](=O)[O-])cc(OC)c1OC	1	17	3	11	1	11	20	0.97	-3
O=C(COC(=O)c1ccc(CNS(=O)(=O)c2ccc(F)c(Cl)c2)cc1)NC1CCCCCCC1	5	7	-8	11	1.1	9	14	1.1	-14
Cc1ccc(-c2nc3ccccn3c2Nc2ccccc2)o1	10	11	-2	4	1.1	27	-21	1	-5
O=C(NC1=NCCS1)c1cc(-c2cccs2)nc2ccccc12	-9	48*	4	-10	0.95	46*	6	0.96	5
CCOc1ccc(N2C(=O)S/C(=C\c3ccc(O)c(OCC)c3)C2=O)cc1	-1	6	24	-13	0.7	12	25	0.76	30
CC(=O)Nc1sc2c(c1C(c1ccccn1)N1CCCC1)CCCC2 (centres undefined)	-9	25	9	-8	1.2	-4	-6	0.91	-16

Some entries already given, showing only NALP3 yeast inh and ATG4B inh.
compound	NALP3 yeast inh	ATG4B inh
CCN1CCN(C(=O)/C=C\C(=O)O)CC1	5	-9
NS(=O)(=O)c1cccc(NC(=O)c2cccc(N3C(=O)c4ccccc4C3=O)c2)c1	7	-5
O=S(=O)(Nc1cccc(-c2ccc(N3CCCCCC3)nn2)c1)c1ccccc1Cl	-9	-6
O=C(COc1cccnc1[N+](=O)[O-])Nc1cccc(S(=O)(=O)N2CCCCC2)c1	2	4
COc1cc(OC)c(C(=O)Nc2cccnc2)cc1OC	17	-1
CN1CCN(C(=O)Cn2c(C(F)(F)F)nc3ccccc32)CC1	-1	0

Screens from PubChem.

Rows are unselected, and some 4.5% of all compounds hit somewhere here.
